# Screens from PubChem BioAssay.
# CHOP UPR activ = apoptotic UPR (CHOP) activation; CHO-CHOP luciferase reporter, luminescence; percent of tunicamycin response over DMSO baseline; activation, % at 10 µM; 330,000 compounds, 0.34% hits; AID 449763;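 active means at 10 µM dose, activation of 40% or more, normalized to positive control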;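 further: 100% = tunicamycin at 10 µg/mL and 0% = DMSO alone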
#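 Assay system: CHO cells with stable CHOP pathway luciferase reporter; Buffer or medium: F12 plus 10% serum; Times: 16-18 h cell attachment, then 6 h compound exposure, 37 °C; Signal: luciferase luminescence; Read-out basis: percent activation relative to tunicamycin control; Control set: tunicamycin high control, DMSO low control.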
# UPR XBP1 act = activators of adaptive arm of unfolded protein response (XBP1) | activation, % at 20 µM | CHO-XBP1 luciferase reporter, IRE1-XBP1 UPR activation, luminescence; percent of tunicamycin response, DMSO as zero | 330,000 compounds, 0.33% hits;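 active means versus positive control, 20 µM dose yields 30% or more activation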;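 further: 100% = tunicamycin at 10 µg/mL and 0% = DMSO only wells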
#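 incubation = overnight seeding at 37 °C, 6 h compound treatment at 37 °C | assay system = CHO-XBP1 cells stably carrying IRE1-XBP1-driven luciferase reporter | input = 1000 cells per well | detection = luciferase luminescence | dosing = single point, 20 µM final compound, 1% DMSO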
# TIM10 inh = inhibits growth of TIM10 yeast strain; inhibition, % at 10 µM; S. cerevisiae TIM10 strain growth, BacTiter-Glo luminescence, 24 h; 330,000 compounds, 1.4% hits;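 active means inhibition of 40% or more at the single tested concentration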;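 further: wild-type TIM10 isogenic control strain grown at permissive 25 °C; 0% = DMSO yeast wells and 100% = minimal medium wells without yeast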
# NLRP3 yeast inh = NALP3 inhibition in yeast; Yeast reconstituted NLRP3/ASC/caspase-1, beta-gal luminescence, 24 h; inhibition, % at 10 µM; 330,000 compounds, 0.39% hits; AID 2825;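 active means inhibition of 50% or more; inactive means inhibition below 50%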;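 further: plate controls were induced DMSO wells for no effect and uninduced yeast grown without galactose for full effect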
# tim23-1 inh = growth inhibitors of tim23-1 mutant yeast. AID 463212. inhibition, % at 20 µM. 330,000 compounds, 1.3% hits. S. cerevisiae tim23-1 growth, BacTiter-Glo luminescence, 24 h;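 active means growth inhibition of the mutant yeast at or above 50%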;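 further: temperature-sensitive mutant grown at 25 °C; plate controls were DMSO-treated mutant yeast for no effect and medium wells lacking yeast for full effect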
# APJ ag = activates the human apelin receptor APJ; P35414; CHO-K1 APJ PathHunter beta-arrestin, luminescence; 0% DMSO wells, 100% apelin; activation, % at 20 µM; 330,000 compounds, 0.11% hits; AID 2520;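 active means activation more than six SD over the plate average, tested at 20 µM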;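 further: 0% = DMSO alone and 100% = apelin-13 at 10 nM; some results filed as inactive read as strong as hits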
#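 Incubation: overnight seeding, 90 min compound at 25 °C, 1 h detection; test system: PathHunter CHO-K1 APJ (AGTRL-1) beta-arrestin reporter cells; amount: 1000 cells/well; doses: one dose, 20 µM compound, 1% DMSO; measured by: beta-gal luminescence; measure: agonist-driven arrestin binding to APJ; benchmarks: negative DMSO alone, positive Apelin-13 at 10 nM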
# GRIN3A LBD mod = NR3A (human) ligand-binding domain modulation | NR3A LBD differential scanning fluorimetry, Tm shift; 0% = protein alone, 100% = glycine-bound protein | Tm shift relative to glycine control, % at 25 µM | 340,000 compounds, 2.5% hits | AID 1259313;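 active means melting temperature shift of at least 10% of the positive control shift, at one fixed dose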
# Mdm2-MdmX inh = human Mdm2/MdmX binding inhibition; O15151+Q00987; SaOS-2 split-luciferase Mdm2/MdmX complementation, luminescence; inhibition, % at 8 µM; 330,000 compounds, 3% hits; AID 485346;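 active means inhibition of at least 50% at 8 µM in the primary screen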
# Target sequence (O15151 whole entry, looked up): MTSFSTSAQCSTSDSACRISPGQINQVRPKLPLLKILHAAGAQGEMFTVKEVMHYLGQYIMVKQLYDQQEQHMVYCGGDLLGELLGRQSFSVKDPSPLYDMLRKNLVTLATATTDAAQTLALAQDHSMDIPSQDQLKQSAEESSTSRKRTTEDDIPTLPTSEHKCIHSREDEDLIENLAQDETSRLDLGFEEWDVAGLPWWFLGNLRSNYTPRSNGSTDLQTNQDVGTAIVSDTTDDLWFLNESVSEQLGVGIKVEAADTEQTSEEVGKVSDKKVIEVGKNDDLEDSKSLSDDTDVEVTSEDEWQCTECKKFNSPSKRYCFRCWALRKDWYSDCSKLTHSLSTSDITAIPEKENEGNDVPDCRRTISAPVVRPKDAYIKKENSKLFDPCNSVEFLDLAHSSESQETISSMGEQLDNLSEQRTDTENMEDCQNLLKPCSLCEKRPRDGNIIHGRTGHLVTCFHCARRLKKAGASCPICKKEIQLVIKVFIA
# Target sequence (Q00987 whole entry, looked up): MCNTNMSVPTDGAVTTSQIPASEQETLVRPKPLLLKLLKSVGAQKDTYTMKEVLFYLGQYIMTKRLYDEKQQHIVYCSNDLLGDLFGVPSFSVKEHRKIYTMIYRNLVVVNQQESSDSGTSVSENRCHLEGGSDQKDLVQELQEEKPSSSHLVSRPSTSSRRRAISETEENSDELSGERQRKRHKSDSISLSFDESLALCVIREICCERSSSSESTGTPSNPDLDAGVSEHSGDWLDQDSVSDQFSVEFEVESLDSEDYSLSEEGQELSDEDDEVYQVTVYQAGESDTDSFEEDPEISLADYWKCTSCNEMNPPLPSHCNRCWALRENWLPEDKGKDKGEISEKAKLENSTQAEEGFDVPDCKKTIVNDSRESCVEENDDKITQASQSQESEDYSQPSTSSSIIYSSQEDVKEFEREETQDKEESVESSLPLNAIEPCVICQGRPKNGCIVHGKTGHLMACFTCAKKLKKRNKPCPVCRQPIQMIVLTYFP
# tim10-1 inh = growth inhibitors of tim10-1 mutant yeast | 330,000 compounds, 2.2% hits | S. cerevisiae tim10-1 ts strain growth, BacTiter-Glo, 24 h | AID 463190 | inhibition, % at 20 µM;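 active means inhibition of at least 40%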;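 further: mutant grown at 25 °C; 0% = DMSO wells with yeast and 100% = wells holding no yeast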
# * = called active by the depositor; & = joins results of further samples.
# Sequence of screens: CHOP UPR activ	UPR XBP1 act	TIM10 inh	NLRP3 yeast inh	tim23-1 inh	APJ ag	GRIN3A LBD mod	Mdm2-MdmX inh	tim10-1 inh
NS(=O)(=O)c1ccc(CCNC(=O)CN2CCCCCC2)cc1
  0.4	-1.8	-13.7	-0.7	0.1	-0.8	0.7	-5.1	-5.4
COC(=O)CCCNC(=O)c1ccc(OS(=O)(=O)c2cc([N+](=O)[O-])ccc2C)cc1
  1.8	1.1	-1.2	14.1	13.1	21.4	-1.4	16.1	20.2
COc1ccc(NS(=O)(=O)c2cccc(C(=O)NNC(=O)c3ccc(Br)o3)c2)cc1
  -2.2	-0.8	10.7	17.6	-7.1	-9.5	0.6	30.0	12.0
C/C(N)=C(/C#N)C(=O)CSc1nnc(Nc2ccccc2)s1
  6.9	2.9	9.2	3.4	8.5	-2.3	-23.3	-79.4	21.0
O=S(=O)(c1ccc(C2CCCCC2)cc1)N1CCN(c2ncccn2)CC1
  2.0	-1.1	3.3	3.3	0.9	-5.3	6.6	16.6	-2.5
Cc1ccccc1S(=O)(=O)Cc1ccc(C(=O)NC2CCCC2)o1
  -0.6	-0.5	11.0	-0.8	10.7	-0.5	0.4	18.2	1.4
COC(=O)c1nc(NC(=O)c2ccc(Br)cc2)n[nH]1
  3.2	-3.9	1.5	12.8	9.7	0.9	3.4	3.1	-5.0
CC1CCC2C(=O)N(c3ccc(NC4CCN(Cc5ccccc5)CC4)c([N+](=O)[O-])c3)C(=O)C2C1 (stereo unspecified)
  1.2	-2.8	8.3	19.1	0.6	-5.4	-3.3	5.4	-4.2
Cn1nnnc1SCC(=O)c1c(N)n(C2CC2)c(=O)[nH]c1=O
  0.0	-0.4	13.3	11.9	13.4	-1.4	1.1	-9.2	9.2
COc1cc(NC(=O)CSc2nc3ccccc3n2-c2ccccc2)c(C)cc1[N+](=O)[O-]
  -1.3	-4.0	-36.7	10.0	-6.7	-2.5	-3.0	-4.7	-9.7
CCOc1ccc(CCNC(=O)COC(=O)c2sccc2C)cc1OCC
  -0.4	-1.3	4.5	26.6	7.9	-6.7	-2.4	10.1	16.6
CCOC(=O)c1cn[nH]c1N
  0.8	-2.9	0.3	7.5	4.9	-4.3	0.9	27.0	-1.8
O=C(Cn1c(=O)c2cccn2c2ccccc21)NCCc1ccc(Cl)cc1
  1.2	7.4	9.8	8.3	10.4	14.6	-0.2	15.2	-7.4
CC(=O)C1=C(O)C(=O)N(Cc2ccccc2)C1c1ccc(Cl)cc1 (stereo unspecified)
  -2.9	-1.5	-17.1	1.1	-17.1	-1.2	9.0	12.6	-7.3
COc1ccccc1C(=O)Nc1ccncc1
  1.5	-3.3	-17.0	18.1	0.8	1.6	-2.6	11.3	-31.1
CCN(CC)S(=O)(=O)c1cc(OC)c(Cl)cc1Cl
  -1.5	-0.9	-15.8	54.7*	11.0	-3.7	1.4	16.0	-20.9
COCCN=c1scc(-c2cccs2)n1/N=C(\C)c1ccco1
  2.1	-4.8	11.5	10.6	19.7	-3.0	0.2	-31.1	21.3
COc1cc(NC(=O)Cc2ccccc2)ccc1NC(=O)Cc1ccccc1
  2.0	1.3	-10.4	10.3	-6.4	1.9	0.7	7.2	-4.0
CN(CC(=O)Nc1c(Cl)cccc1Cl)C(=O)CNC(=O)c1ccco1
  -1.4	-1.2	1.9	20.0	-8.9	-0.7	1.0	10.1	-10.2
CCOC(=O)N1CCN(C(=O)c2cc3cc(Br)ccc3oc2=O)CC1
  -0.5	-3.6	3.1	3.4	-4.5	-3.1	-4.3	-18.2	-0.9

# No new results follow: three of the compounds above.
# Sequence of screens: CHOP UPR activ	UPR XBP1 act	TIM10 inh	NLRP3 yeast inh	tim23-1 inh	APJ ag	GRIN3A LBD mod	Mdm2-MdmX inh	tim10-1 inh
COc1cc(NC(=O)Cc2ccccc2)ccc1NC(=O)Cc1ccccc1
  2.0	1.3	-10.4	10.3	-6.4	1.9	0.7	7.2	-4.0
CN(CC(=O)Nc1c(Cl)cccc1Cl)C(=O)CNC(=O)c1ccco1
  -1.4	-1.2	1.9	20.0	-8.9	-0.7	1.0	10.1	-10.2
CCOC(=O)N1CCN(C(=O)c2cc3cc(Br)ccc3oc2=O)CC1
  -0.5	-3.6	3.1	3.4	-4.5	-3.1	-4.3	-18.2	-0.9

# The listing picks up with the three entries that preceded the break.
# Sequence of screens: CHOP UPR activ	UPR XBP1 act	TIM10 inh	NLRP3 yeast inh	tim23-1 inh	APJ ag	GRIN3A LBD mod	Mdm2-MdmX inh	tim10-1 inh
COc1cc(NC(=O)Cc2ccccc2)ccc1NC(=O)Cc1ccccc1
  2.0	1.3	-10.4	10.3	-6.4	1.9	0.7	7.2	-4.0
CN(CC(=O)Nc1c(Cl)cccc1Cl)C(=O)CNC(=O)c1ccco1
  -1.4	-1.2	1.9	20.0	-8.9	-0.7	1.0	10.1	-10.2
CCOC(=O)N1CCN(C(=O)c2cc3cc(Br)ccc3oc2=O)CC1
  -0.5	-3.6	3.1	3.4	-4.5	-3.1	-4.3	-18.2	-0.9
COc1ccc(-c2[nH]ncc2CN(C)CCc2c(C)n[nH]c2C)c(F)c1
  -2.4	-1.8	-6.2	9.2	-5.7	-1.1	-1.0	7.7	1.0
CCN(CC(=O)Nc1ccccc1C(F)(F)F)C(=O)CN1C(=O)NC2(CCCC2)C1=O
  -0.1	3.2	7.2	-0.7	1.1	0.1	-1.4	-2.3	-1.7
Cn1nc(C(=O)Nc2sc3c(c2C#N)CCCC3)ccc1=O
  1.1	0.8	1.9	35.7	2.3	-4.0	3.4	8.9	1.2
Cn1ncc2c(N3CCCCC3)nc(NCCCO)nc21
  0.1	0.5	1.6	4.1	-12.5	-2.0	1.3	2.1	1.7
CC(C)(C)c1cc(-c2n[nH]c(=S)n2-c2ccc(Cl)cc2)n[nH]1
  -0.9	-2.6	12.8	16.9	9.1	-3.5	-0.5	-1.9	5.1
CCN(CC(=O)NCc1cccs1)CC(=O)Nc1cccc(S(N)(=O)=O)c1
  1.3	-2.8	9.2	5.4	11.7	-1.4	-3.0	-11.5	7.3
CCCOc1ccc(C(=O)CCCC(=O)c2ccc(OCCC)cc2)cc1
  1.9	-4.5	-68.2	18.0	-5.7	-3.7	3.6	-1.9	21.5
COc1ccccc1NC(=O)Nc1cc(NC(=O)Nc2ccccc2OC)c(C)nc1C
  -1.5	-1.1	9.7	-3.7	-17.8	-2.0	-1.5	56.2*	7.1
C/C=C(\C)CN1CCCC(N(C)CCc2ccc(OC)c(OC)c2)C1 (stereo unspecified)
  -1.7	-1.9	-11.4	21.7	3.0	-2.1	-0.9	-6.4	0.8
CCOC(=O)c1c(NC(=O)/C=C/c2ccc(C)o2)sc(C)c1C
  -0.1	-1.5	13.0	3.7	14.0	-2.4	-0.1	-7.2	45.8*
COC(=O)C1CCCCN1C(=O)c1cc(COc2cccc3cccnc23)on1 (stereo unspecified)
  -0.4	-4.9	-2.8	11.8	16.9	-5.1	-1.2	2.1	21.1
O=C(CN1CCN(C(=O)c2cccs2)CC1)NC1CCCCC1
  -1.1	-1.0	-8.3	10.6	-7.9	-1.1	0.1	24.5	5.5
CCC(C(=O)N1CCOCC1)n1nc(C)c2c(C)n(-c3ccccc3)nc2c1=O (stereo unspecified)
  1.7	-3.7	4.8	15.3	-13.8	0.0	2.1	17.3	3.2
CC1CCCN(C(=O)CNC(=O)c2sc3ccccc3c2Cl)C1 (stereo unspecified)
  4.2	3.3	19.5	15.3	41.8	9.6	-3.7	-73.4	30.8
CCOC(=O)Nc1ccc2c(c1)N(C(=O)OCCN(C)C)c1ccccc1CC2
  1.3	-2.9	-3.8	12.0	15.0	-3.1	-0.3&-1.8	-29.6	10.3
COc1ccc(NC(=O)CN2CCC(Cc3ccccc3)CC2)cc1S(=O)(=O)N1CCOCC1
  -1.5	-3.0	-12.7	4.4	6.5	-1.4	-3.4	14.8	-10.8
O=C(COC(=O)CSc1ccc(F)cc1)NC1CCCCCC1
  0.9	-0.2	13.4	7.3	29.4	-3.3	1.7	-23.1	20.6
Cc1ccc(S(=O)(=O)N2CC(C)N(C(=O)N3CCOCC3)C2C)cc1 (stereo unspecified)
  1.5	-5.6	5.6	19.4	8.2	-1.3	-0.4	-1.3	2.0
COc1ccc(CN2C(=O)c3ccccc3C(/C=N/OCc3ccc(Cl)cc3)C2=O)cc1 (stereo unspecified)
  0.7	-1.9	7.3	20.3	33.3	-1.4	11.3*	66.6*	19.4
CC1(C)CC(=O)C2=C(C1)N(N1CCOCC1)C(N)=C(C#N)C2c1cccs1 (stereo unspecified)
  1.9	0.2	4.7	4.0	2.7	-3.8	-2.7	-11.4	6.2
O=c1[nH]cnc2c1sc1nc(C(F)F)cc(-c3ccccc3)c12
  1.6	15.8	7.0	12.7	10.0	-5.2	-0.1	52.9*	13.9
COc1ccc(C)cc1N(C(=O)COc1ccccc1)c1nc2ccccc2s1
  0.4	1.0	3.6	1.2	15.9	-3.4	2.7	5.9	10.1
COc1cc(C(=O)NCC2(c3ccccc3)CCCC2)ccc1OC(C)C
  0.9	-1.8	1.8	10.5	35.1	-4.4	-2.7	27.5	35.1
Nc1ccc(CCNc2ncnc3c2ncn3[C@@H]2O[C@H](CO)[C@@H](O)[C@H]2O)cc1
  -1.1	0.1	2.8	1.1	-22.6	0.2	0.0	3.6	1.7
COc1ccccc1NC(=O)Nc1nnc(C(C)C)s1
  2.1	-1.7	10.3	3.1	31.0	-3.3	-2.6	-114.2	20.1
COc1ccc(-c2cc(-c3ccccc3)nc3ncnn23)cc1
  -1.3	5.3	19.6	16.1	44.0	-0.4	1.7	18.3	37.0
CCCCC(C(=O)OCC)C(N)Cc1ccc(F)cc1 (stereo unspecified)
  -3.8	-3.5	0.1	21.7	9.7	-3.7	0.7	19.4	20.0
O=C(C1CCCCC1)N1CCN(S(=O)(=O)c2cccc([N+](=O)[O-])c2)CC1
  3.0	-3.1	13.7	6.5	14.1	-2.0	0.0	16.9	0.1
CCOC(=O)C1CCCN(Cc2ccc(OC)cc2OC)C1 (stereo unspecified)
  -2.4	1.3	6.7	2.1	4.8	-4.9	2.2	-9.1	8.8
CC1(C)Nc2ccccc2N(CCC(=O)N2CCOCC2)C1=O
  1.6	-2.4	8.3	1.0	2.7	-1.2	12.5*	-8.1	-13.4
O=C(N/N=C/c1ccc(OC(=O)c2ccco2)cc1)c1ccncc1
  1.4	0.9	8.2	5.2	1.3	6.1	-9.0	12.6	2.1
COc1ccc(/C(=N/Nc2ncnc3ccccc23)C(=O)O)cc1
  4.1	7.5	-8.6	-1.8	-14.0	1.9	0.5	-50.7	-14.5
